Screening data (PubChem)
PAX8 inh HTS – PAX8 transcriptional activity inhibition. hit rate 1.2% among 360,000. AID 652154. RMG-I TPO-luciferase reporter, SteadyGlo, 24 h. inhibition, % at 12.6 µM;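 active = mean replicate inhibition at least 60% with every replicate also reaching 60%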;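 note: luciferase light reporting Pax8 driven TPO promoter activity; plate controls were median of neutral control wells for no effect and mitoxantrone controls for full effect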
LGR2 antag – blocks bursicon-induced cAMP signaling via Drosophila LGR2; HEK293 LGR2, CRE-luciferase, bursicon-stimulated, 4 h; inhibition, % at 9.99 µM; hit rate 0.35% among 380,000; AID 720647;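 active = drop in luminescence signal, shown as inhibition above about 50% in the replicate tests, limit read from the data, passing the limit was not always enough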;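 note: agonist challenge used bursicon conditioned medium at about half maximal strength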
ARNT-TACC3 inh – ARNT/TACC3 interaction disruption; Q9Y6A5; AlphaScreen His-ARNT PAS-B/GST-TACC3 binding, luminescence; TACC3 fragment carries E629A point mutation; inhibition, % at 9.99 µM; hit rate 0.66% among 390,000;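 active = mean inhibition of replicates at least 50% and at least half of replicates each reaching 50%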;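 note: 0% = complete ARNT plus TACC3 wells and 100% = ARNT alone without TACC3; many hits fall short of the cut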
C2C12 statin – protects C2C12 myotubes from simvastatin toxicity; ATP luminescence, 48 h; scaled: DMSO 0, geranylgeraniol control 100; rescue of ATP level, % at 7.49 µM; hit rate 0.78% among 330,000; AID 602340;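 active = mean ATP rescue above about 67%, or every replicate alone reaching that limit, limit read from the data, passing the limit was not always enough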;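 note: myotubes were challenged with 10 µM simvastatin during compound exposure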
PGC1a acetyl inh – lowers PGC1a acetylation signal in U2OS cells. AlphaScreen anti-acetyl-lysine; with virally co-expressed GCN5 acetyltransferase. inhibition, % at 15.6 µM. hit rate 0.17% among 350,000;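 active = every replicate shows inhibition of at least 40%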;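 note: 0% = neutral control wells and 100% = positive control wells; some results beyond the cut were filed as inactive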
Cneo AK release – causes C. neoformans cell lysis | adenylate kinase release luminescence, 4 h; normalised: neutral wells 0, clomiphene wells 100 | lysis activity, % at 15 µM | hit rate 0.2% among 360,000;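 active = mean lysis activity across replicates of at least 80%, whatever share of replicates individually reach that level; inactive = mean lysis activity below 80%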
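Material: C. neoformans cells; Schedule: 4 h static compound exposure, 37 °C, read 1 h post-reagent; Measured by: adenylate kinase release luminescence; Read-out: signal increase indicating cell lysis; Controls: Clomiphene as positive lysis control.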
* marks the source's active call; other numbers are inactive results; · = no result given. This is a subset (hit frequency here may not be typical).

molecule,C2C12 statin,PAX8 inh HTS,LGR2 antag,ARNT-TACC3 inh,PGC1a acetyl inh,Cneo AK release
O=C(CCN1CCN(CCO)CC1)Nc1cccc(Br)c1,·,15,·,-1,-5,·
O=C(CCCO)N/N=C/c1ccccc1[N+](=O)[O-],·,3,·,-6,7,·
CCOC(=O)c1c(CN2CCC(C)CC2)n(C)c2cc(Br)c(OC)cc12,·,6,·,-2,1,·
CCC1CCC(C(=O)NNC(=O)c2cc(-c3ccco3)[nH]n2)CC1 (configuration not stated),·,6,·,-1,8,·
COC(=O)c1c(NC(=S)NN2CCN(C)CC2)sc2c1CCC(C)C2 (configuration not stated),·,8,·,17,-25,·
Cc1cccc(N2CCN(C(=O)CCn3c(=O)[nH]c4ccccc4c3=O)CC2)c1C,·,24,·,8,-1,·
Cc1cc(C)c2c3c(sc2n1)C(=O)N(c1ccccc1)CC(=O)N3,·,-8,·,-13,-7,·
CSc1sc(C(=O)NNC(C)=O)c2c1C1(CCC2)SCCS1,·,7,·,-11,-4,·
COc1ccccc1NC(=O)Nc1cc(C(C)(C)C)nn1C,·,4,·,-6,10,·
CNC(=S)N1CCc2sccc2C1C (configuration not stated),·,10,·,-5,3,·
CCOC(=O)N1CCC(NCCNC(=O)c2cccs2)CC1,·,3,·,-6,-2,·
Cc1nc2c(c(=O)c3ccccc3n2C)c(=O)n1-c1ccc(F)cc1,·,0,·,0,6,·
O=C(/N=C1/c2ccccc2CN1c1ccccc1)Nc1ccccc1,·,-11,·,-1,-2,·
CC(C)(C)c1ncc(S(=O)(=O)c2ccc(C(F)(F)F)cn2)c(N)n1,·,29,·,-6,1,·
CCOC(=O)/C(C#N)=N/Nc1c(S(=O)(=O)Cc2ccco2)csc1C(=O)OC,·,3,·,-5,3,·
COc1cc(NC(c2ccccc2)c2ccccc2)cc(OC)c1OC,·,-10,·,24,0,·
O=S(=O)(c1ccc(Br)cc1)c1nc(-c2ccco2)oc1NCC1CCCO1 (configuration not stated),·,4,·,-6,-18,·
CCNC(=S)NNC(=O)c1cc(Br)cs1,·,3,·,-1,-2,·
Cc1nc(-c2ccc(S(=O)(=O)N3CCN(C4c5ccccc5-c5ccccc54)CC3)s2)cs1,·,6,·,-9,0,·
N#C/C(=C\c1ccc(-c2ccccc2)o1)C(=O)Nn1cnnc1,·,9,·,1,3,·
COc1ccc(CNC(=O)CCCOc2cc(=O)n(C)c3ccccc23)cc1,·,-4,·,2,-7,·
O=C1CC[C@@H]2c3[nH]c4ccccc4c3CCN12,·,-7,·,·,3,3
C=C1CC(/C=C/c2cc(OC)c(OC)c(OC)c2)OC1=O (configuration not stated),·,-6,·,·,-32,-14
COC(=O)c1cn(C[C@@H](Cc2ccccc2)NC(=O)Nc2ccccc2)nn1,·,-2,·,·,-3,11
COC(=O)c1c(CC[C@@H](CO)NC(=O)N2CCC[C@H]2Cn2cc(C3(O)CCCCC3)nn2)oc(C(C)=O)c1C(=O)OC,·,-4,·,·,13,2
O=C1C=CCCN1C(=O)/C=C/c1cccc(C(F)(F)F)c1,·,19,·,·,78*,-6
COc1ccc2[nH]c3c(c2c1)CCN1C(=O)CC[C@H]31,·,0,·,·,-17,3
COc1ccc(COC[C@]23N=C4Sc5ccc([N+](=O)[O-])cc5C(=O)N4[C@H](c4ccccc4O2)[C@H]3CO[Si](C)(C)C(C)(C)C)cc1,·,6,·,·,-5,13
Cc1nc(S(=O)(=O)N[C@@H]2CCCN(Cc3cccc(OCCO)c3)C2)cn1C,·,-8,·,·,-6,2
C=C[C@@H](COC(C)=O)N(Cc1ccccc1[N+](=O)[O-])S(=O)(=O)c1ccc(Br)cc1,·,-10,·,·,-25,-15
CC[C@@H](C)[C@@H](CO[C@@H](Cc1ccccc1)C(=O)N[C@@H](CCS(C)(=O)=O)C(=O)OC(C)C)NCC(N)CS (some centres not stated),·,0,·,·,7,14
O=C1O[C@@H](Cc2ccccc2)[C@H]2[C@@H]3C=CCCC=C3CN2C12CCCC2,·,14,·,·,-3,-6
CCOC(=O)OC[C@@H]1[C@@H]2NC(=O)N(C)[C@@]1(CO)Oc1ccccc12,·,-1,·,·,8,3
COC(=O)/C(=C\Nc1ccc(Oc2ccccc2OC(C)C)nc1)NC(=O)c1ccccc1,·,-10,·,·,8,0
O=C(C1=C[C@@H](c2coc3ccccc3c2=O)C[C@@H](OCCCCO)O1)N1CCCCCCC1,·,-10,·,·,-16,-6
CCO[C@H]1OC(C(=O)NCc2ccccc2)=C[C@@H](c2csc3ccccc23)[C@@H]1CCCO,·,-3,·,·,3,0
[N-]=[N+]=NCCNC(=O)Nc1ccccc1,·,-2,·,·,4,-7
COC(=O)c1c(CC[C@@H](CO)NC(=O)N[C@H](Cn2cc(Cc3ccccc3)nn2)C(C)C)oc(C(C)=O)c1C(=O)OC,·,-1,·,·,2,16
COC(=O)[C@]1(Cc2ccccc2)N=C(c2ccc(OCCCO)cc2)O[C@@H]1c1ccccc1,·,5,·,·,-77,2
CC(C)(C)[C@H]1C=C(C(=O)N2CCCCCCC2)O[C@@H](OCc2ccc(CO)cc2)C1,·,3,·,·,-18,6
O=C(CCNC(=O)c1ccccc1Cl)NN=Cc1ccccc1[N+](=O)[O-],-3,·,-6,·,21,·
C[C@@H]1CN([C@@H](C)CO)C(=O)c2cc(-c3ccc(C#N)cc3)cnc2O[C@@H]1CN(C)CC1CC1,3,·,-1,·,5,·
Cc1cccc(C(=O)OCC(=O)N2CC(=O)Nc3ccccc32)c1C,0,·,-4,·,3,·
O=C(c1ccncc1)N1CCN(S(=O)(=O)c2ccccc2F)CC1,4,·,1,·,1,·
CCOC(=O)c1[nH]cnc1C(=O)Nc1ccc(C)cc1,1,-65,-16,·,·,·
COc1cc(C(=O)N2CCC(C(N)=O)CC2)ccc1OCc1c(C)noc1C,·,·,-5,-16,0,·
CC(C)NC(=O)CC(c1ccccc1)c1cc(Br)ccc1O (configuration not stated),·,·,3,4,10,·
CCc1nnc(NC(=O)c2oc3ccc(Br)cc3c2C)s1,·,·,-63,14,-6,·
CN(C)CCNc1ccc(CO)c2oc3ccc(O)cc3c(=O)c12,·,·,32,10,9,·
Cc1cc(C)nc(SCCn2c(N(C)Cc3ccccc3)nc3c2c(=O)n(C)c(=O)n3C)n1,·,·,-6,-3,-8,·

Additional results follow:
molecule,C2C12 statin,PAX8 inh HTS,LGR2 antag,ARNT-TACC3 inh,PGC1a acetyl inh,Cneo AK release
CCOC(=O)/C=C1\SCC(=O)N1CC(O)CN1C(=O)CS/C1=C/C(=O)OCC (configuration not stated),·,·,5,21,-2,·
CC1(C(=O)O)Cc2ccccc2C(=O)O1 (configuration not stated),·,·,1,8,-11,·
Cc1nn(Cc2ccc(F)cc2)c(C)c1NC(=O)c1cc(-c2ccco2)on1,·,·,-8,-19,5,·
O=C(N/N=C/c1ccc([N+](=O)[O-])o1)C1CC1,·,-5,6,-1,·,·
CC(NC(=O)COC(=O)c1ccc2ccccc2n1)c1ccccc1 (configuration not stated),·,7,-10,-3,·,·
Cc1ccccc1NC(=O)c1cc(C(=O)c2cc(Cl)ccc2O)cn(-c2ccccc2C)c1=O,·,-5,-23,4,·,·
C/C(=N/NS(=O)(=O)c1ccc(C)cc1)c1ccc(NC(=O)C(F)(F)F)cc1,·,1,-25,-10,·,·
COC(=O)c1ccc(N=NN2CCOCC2)cc1,·,-144,-55,-1,·,·
Cc1ccc2[nH]cc(C(=O)CCl)c2c1,·,27,0,1,·,·
CC(C)c1ccc(N2C(=O)/C(=C/N(C)C)SC2=S)cc1,·,19,-16,5,·,·
N#CC1=C(N)OC2=C(C(=O)CC(c3ccccc3)C2)C1c1ccc2c(c1)OCO2 (configuration not stated),·,5,9,1,·,·
CC1=CC2=NC(=O)/C(=C/c3cccs3)C(=N)N2O1,·,7,-9,0,·,·
O=C1Nc2c(ccc(Cl)c2Cl)C(=O)C1(F)c1ccccc1 (configuration not stated),·,11,-5,-6,·,·
CCCCNC(=O)c1ccc(Cn2c(=S)[nH]c3c([nH]c4ccc(OC)cc43)c2=O)cc1,·,-7,-7,-4,·,·
COCC(=O)Nc1cc(Cl)c(OC)cc1OC,·,6,-1,-3,·,·
O=C1NCCCC1C(=O)N/N=C/c1cccc(Cl)c1 (configuration not stated),·,-6,-10,-10,·,·
O=C(Nc1nnc(-c2ccncc2)o1)C1CCCCC1,·,2,4,29,·,·
CC(=O)Nc1ccc(S(=O)(=O)N[C@@H](C)C(=O)OCc2ccc(Cl)cc2)cc1,·,35,-3,-15,·,·
CC(C)CC(NC(N)=O)C(=O)Nc1ccc2c(c1)OCO2 (configuration not stated),·,-23,-22,4,·,·
O=C(NCc1cccc(Cl)c1)c1ccc2c(c1)SC1=NS(=O)(=O)CCN12,·,1,12,-2,·,·
CC(=O)Nc1cc2c3ccccc3ccc2c2ccccc12,·,30,3,-7,·,·
CCOC(=O)C1CCN(C(=O)c2ccc(C)o2)CC1,·,0,5,-3,·,·
N#Cc1c(Cl)nc2c(c1C#N)CCCC2,·,-5,4,-9,·,·
CC(C)C(=O)N(Nc1nc2ccccc2s1)C(=O)C(C)C,·,27,-8,-2,·,·
Fc1ccc(C(CCNCc2cccs2)c2ccco2)cc1 (configuration not stated),·,8,-1,-6,·,·
Nc1ccc(S(=O)(=O)Nc2cnc3c(Cl)cccc3n2)cc1,·,80*,-27,-4,·,·
O=C(COC(=O)CCSc1ccc(Cl)cc1)NCCc1ccccc1,·,23,13,-8,·,·
Cc1[nH]c(=O)nc(NN=Cc2ccc(Cl)cc2)c1C(=O)Nc1ccc(Cl)cc1,·,12,18,1,·,·
O=C(Cn1ncc(N2CCCC2)c(Br)c1=O)c1ccc(Cl)cc1,·,-140,-45,-24,·,·
O=C1C2C(C(=O)N1CCN1CCN(Cc3ccc([N+](=O)[O-])cc3)CC1)[C@H]1C=C[C@@H]2C1 (some centres not stated),·,13,-45,-8,·,·
O=C(N/N=C/c1ccccc1)c1c(O)c2ccccc2[nH]c1=O,·,25,-13,-3,·,·
Cc1ccc(C)c(-n2c(-c3ccncc3)n[nH]c2=S)c1,·,6,-2,-2,·,·
Clc1ccccc1/C=N/NC1=Nc2cccc3cccc1c23,·,-12,-36,1,·,·
O=C(NN=Cc1cc(Cl)ccc1[N+](=O)[O-])c1ccco1,·,-26,-13,-4,·,·
Cc1ccc(NC(=O)CSc2ncccc2C(=O)Oc2cccc([N+](=O)[O-])c2)cc1Cl,·,-41,-32,-2,·,·
CCC(NC(=O)NNC(N)=S)(C(F)(F)F)C(F)(F)F,·,1,36,-3,·,·
Cc1cc(C(=O)c2ccccc2)cc(C)c1O,·,-1,3,3,·,·
c1coc(CN2CNc3nc4ccccc4n3C2)c1,·,5,-10,30,·,·
Cc1nc(SCC(=O)NC(=O)NC(C)C)nc(C)c1C,·,-4,7,6,·,·
O=S(=O)(/N=C(\c1ccccc1)N1CCOCC1)c1ccc(Cl)cc1,·,19,-2,2,·,·
O=C(N/N=C/c1cccs1)c1cc(C2CC2)nc2ccccc12,·,28,26,14,·,·
O=C(O)c1cccc2c1-c1ccc([N+](=O)[O-])cc1C2=O,·,-6,4,-1,·,·
COCCSc1ccccc1C(=O)NCCc1ccccc1,·,0,30,-7,·,·
CSc1ccc(/C=C(/NC(=O)c2ccc(C)cc2)C(=O)Nc2cccc(C)c2)cc1,·,10,1,-6,·,·
C=CCNC(=S)Nc1ccc(Br)cc1F,·,1,-23,-1,·,·
O=C(CN1CCN(Cc2ccc(Cl)cc2)CC1)N/N=C/C=C/c1ccccc1[N+](=O)[O-],·,21,12,5,·,·
COc1cccc(NC(=O)c2cc(-c3ccco3)nc3ccccc23)c1,·,2,-4,-2,·,·
CCCCCCCCCCCCCCCC[N+](C)(C)Cc1ccc(F)cc1,·,51,32,5,·,·
